Pf gametocyte = late stage P. falciparum gametocyte viability inhibitors, primary screen, ATP luminescence, HTS; 0.065% of 150,000 active; inhibition, % at 10.9 µM; P. falciparum stage V gametocytes, 24 h; AID 743093, 2013;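 active = inhibition above the mean plus 3 SD of compounds within the control limits, set per campaign, cut at about 38% in these data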;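 note: 0% = DMSO wells and 100% = medium only without gametocytes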
Mcl1-Noxa inh = Mcl-1/Noxa binding inhibitors, primary screen, biochemical, TR-FRET, 1536-well | TR-FRET Mcl-1/Noxa peptide binding, 2 h | inhibition, % at 21.7 µM | 1.5% of 220,000 active;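 active = compounds that cut the protein-peptide binding signal by more than 50% relative to plate controls in a single-dose test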;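 note: His-tagged Mcl-1 with rhodamine Noxa BH3 peptide and terbium anti-His antibody; 0% = Mcl-1 plus Noxa peptide wells and 100% = peptide-only wells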
Target sequence (Q07820 whole entry, looked up): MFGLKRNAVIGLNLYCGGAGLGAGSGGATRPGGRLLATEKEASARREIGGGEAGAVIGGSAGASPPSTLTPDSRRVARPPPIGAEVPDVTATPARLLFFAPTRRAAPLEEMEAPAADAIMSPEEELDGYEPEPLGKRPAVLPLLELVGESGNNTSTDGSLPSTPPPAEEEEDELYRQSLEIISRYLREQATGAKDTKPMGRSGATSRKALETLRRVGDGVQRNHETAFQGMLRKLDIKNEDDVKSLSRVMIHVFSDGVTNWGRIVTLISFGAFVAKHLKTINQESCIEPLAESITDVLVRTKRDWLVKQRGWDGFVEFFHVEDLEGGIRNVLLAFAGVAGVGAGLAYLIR
Avidin fluor = green autofluorescence of compounds with avidin beads – biophysical, 488/530 nm, flow cytometry, artefact control, profiling panel | AID 1775, 2009 | 0.38% of 220,000 active | fluorescence (KMESF) at 10 µM | compound fluorescence 488/530 nm; active compounds read high; in the data active = fluorescence above about 47; note: inactives centre near 10
Mcl1-Bid inh = Mcl-1/Bid binding inhibitors, primary screen, biochemical, TR-FRET, 1536-well. 0.97% of 220,000 active. AID 1021, 2008. inhibition, % at 21.7 µM. TR-FRET Mcl-1/Bid-Dy647 peptide binding;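 active = compounds that cut the binding signal by more than half at the single screening dose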;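 note: His-tagged Mcl-1 with europium anti-His antibody binding Bid BH3 peptide; 0% = Mcl-1 plus peptide wells and 100% = peptide-only wells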
Starred values were filed as active, the others as inactive; & = joins results of further samples. An excerpt; count on the stated rates, not on these rows.

Keys – A = Pf gametocyte; B = Mcl1-Noxa inh; C = Avidin fluor; D = Mcl1-Bid inh
> Cc1c(C)c(C)c(S(=O)(=O)N2CCSCC2)c(C)c1C
  A = 7.6 | B = 3.6 | C = 5 | D = -1.8

> NC(=O)C1CCN(CC(=O)Nc2ccccc2N2CCOCC2)CC1
  A = -4.7 | B = -3.9 | C = 9 | D = -2.5

> O=C(CNCc1cccs1)Nc1cc(S(=O)(=O)N2CCCC2)ccc1Cl
  A = -22.7 | B = 6.0 | C = 9 | D = -10.6

> COc1ccc(C(CC(=O)N2CCCC2)c2c(O)cc(OC)cc2OC)cc1 (stereo unspecified)
  A = 14.0 | B = -6.3 | C = 9 | D = -36.6

> Cn1cnc([N+](=O)[O-])c1SCCO
  A = -15.5 | B = 27.7 | C = 6 | D = -15.0

> Cc1nc(C(=O)Nc2ccccc2)sc1C1(C)CC(c2cccc([N+](=O)[O-])c2)=NO1 (stereo unspecified)
  A = 8.5 | B = -31.9 | C = 9 | D = -43.4

> CCOC(=O)c1ccccc1OCc1cc(/C=N/NC(=O)c2ccncc2)ccc1OC
  A = -9.5 | B = 5.0 | C = 9 | D = -5.3

> C=CCn1c(C(CC)CC)nc2ccccc21
  A = 6.1 | B = 7.5 | C = 8 | D = -6.4

> Cc1cc(C(=O)NN)c(Cl)cc1Cl
  A = 5.4 | B = 13.6 | C = 0 | D = -5.9

> CC(=O)Nc1ccc(NC=C(C#N)C#N)cc1
  A = 0.7 | B = 11.7 | C = 7 | D = -10.0

> COc1cccc(-n2nc(-c3ccnn3-c3cccc(Cl)c3)c(=O)n(C)c2=O)c1
  A = 12.0 | B = 10.1 | C = 9 | D = -40.9

> CN1CCN(CCC(=O)Nc2cccc(Br)c2)CC1
  A = -16.4 | B = 3.0 | C = 7 | D = 6.1

> CCC(C)(CC(=O)O)CC(=O)Nc1cc(C(F)(F)F)cc(C(F)(F)F)c1 (stereo unspecified)
  A = -1.4 | B = -5.0 | C = 10 | D = -3.1

> Cc1c(-c2nc(-c3ccc(C(F)(F)F)cc3)no2)n(C)oc1=O
  A = 1.5 | B = -7.2 | C = 9 | D = 9.0

> COc1ccc(CN2CCOCCOCCN(Cc3ccc(OC)cc3)CCOCCOCC2)cc1
  A = -4.7 | B = -4.0 | C = 10 | D = -21.8

Structures shown so far with four or more nitrogen atoms:
Keys – A = Pf gametocyte; B = Mcl1-Noxa inh; C = Avidin fluor; D = Mcl1-Bid inh
> NC(=O)C1CCN(CC(=O)Nc2ccccc2N2CCOCC2)CC1
  A = -4.7 | B = -3.9 | C = 9 | D = -2.5

> Cc1nc(C(=O)Nc2ccccc2)sc1C1(C)CC(c2cccc([N+](=O)[O-])c2)=NO1 (stereo unspecified)
  A = 8.5 | B = -31.9 | C = 9 | D = -43.4

> CC(=O)Nc1ccc(NC=C(C#N)C#N)cc1
  A = 0.7 | B = 11.7 | C = 7 | D = -10.0

> COc1cccc(-n2nc(-c3ccnn3-c3cccc(Cl)c3)c(=O)n(C)c2=O)c1
  A = 12.0 | B = 10.1 | C = 9 | D = -40.9

Following part.
Keys – A = Pf gametocyte; B = Mcl1-Noxa inh; C = Avidin fluor; D = Mcl1-Bid inh
> N=c1ccn(Cc2ccc([N+](=O)[O-])cc2)cc1
  A = 16.0 | B = 1.5 | C = 9 | D = -1.0

> COc1ccc(NC(=O)CSc2nc(N)c(NC(=O)c3cccs3)c(=O)[nH]2)cc1
  A = 10.7 | B = 5.4 | C = 6 | D = -48.4

> N#C/C(=C\c1coc2ccc(O)cc2c1=O)C(=O)Nc1nc2ccccc2s1
  A = 7.2 | B = 19.2 | C = 10 | D = -71.6

> Clc1ccc2c(c1)-c1[nH]ncc1CS2
  A = -17.6 | B = 12.0 | C = 3 | D = -8.0

> Cc1ccc(-c2cc(Cc3ccccn3)c(=O)[nH]n2)cc1
  A = -6.2 | B = 18.7 | C = 8 | D = -57.5

> O=C(O)c1nccnc1C(=O)NCc1csc2ccc(Cl)cc12
  A = 18.2 | B = 9.7 | C = 8 | D = -2.6

> O=C(/C=C/c1cccs1)N1CCN(c2ccc(F)cc2)CC1
  A = 13.3 | B = -2.3 | C = 13 | D = -28.9

> O=C(Oc1ccccc1N1CCOCC1)c1ccccc1
  A = 3.8 | B = 0.9 | C = 7 | D = -12.2

> Cc1ccc(NC(=O)CCn2cc(C(F)(F)F)ccc2=O)cc1
  A = -5.9 | B = 9.5 | C = 8 | D = -16.0

> CC1CC(=O)Nc2ccccc2N1S(=O)(=O)c1cccs1 (stereo unspecified)
  A = -8.0 | B = 5.1 | C = 4 | D = -6.0

> Cn1cc(/C=C2\SC(=S)N(NC(=O)c3cccc(Cl)c3)C2=O)c2ccccc21
  A = 2.6 | B = 1.1 | C = 10 | D = -53.8

> O=C(CN1CCN(Cc2ccccc2)CC1)N1CCN(c2ccccc2)CC1
  A = 13.6 | B = -2.2 | C = 9 | D = -7.3

> OCCCNC(=S)Nc1ccc(Br)cc1Cl
  A = 0.5 | B = -8.9 | C = 3 | D = -12.3

> O=c1onc(-c2ccc(Cl)cc2Cl)n1-c1cccnc1
  A = 12.0 | B = -10.1 | C = 3 | D = -10.9

> O=C(COc1ncnc2cc([N+](=O)[O-])ccc12)NC1CCCCC1
  A = 18.2 | B = 4.7 | C = 4 | D = 10.3

In the list so far, two contain bromine:
Keys – A = Pf gametocyte; B = Mcl1-Noxa inh; C = Avidin fluor; D = Mcl1-Bid inh
> CN1CCN(CCC(=O)Nc2cccc(Br)c2)CC1
  A = -16.4 | B = 3.0 | C = 7 | D = 6.1

> OCCCNC(=S)Nc1ccc(Br)cc1Cl
  A = 0.5 | B = -8.9 | C = 3 | D = -12.3

Additional structures follow:
Keys – A = Pf gametocyte; B = Mcl1-Noxa inh; C = Avidin fluor; D = Mcl1-Bid inh
> O=C(O)CSc1nc2ccccc2s1
  A = -26.6 | B = -0.8&2.3 | C = 4&3 | D = -13.6&4.4

> COCCC(=O)Nc1ccc2c(c1)CN(C(=O)CSC)CC2
  A = -11.6 | B = 1.0 | C = 4 | D = -25.5

> NCCNC[C@@H]1COC2(CCCCCCCCCCC2)O1
  A = 0.7 | B = 24.2 | C = 8 | D = 58.9*

> CCN(CC)CCCN=Cc1c(O)n(-c2cccc(C)c2)c(=O)c2ccccc12
  A = -5.5 | B = 13.6 | C = 7 | D = -47.9

> O=C(CCn1c(=S)oc2ccccc21)NC1CCCCCC1
  A = 23.1 | B = 8.2 | C = 7 | D = -6.3

> COc1cccc(CNC(=O)Cn2ncc3c(=O)oc4ccccc4c32)c1
  A = -15.7 | B = -0.5 | C = 7 | D = -1.8

> O=C(NCCCn1ccnc1)C1CC(c2ccccc2Cl)=NO1 (stereo unspecified)
  A = 9.8 | B = 22.7 | C = 6 | D = -59.8

> COc1cc(C(F)(F)F)c(C(=O)NCc2cccc(Cl)c2)cn1
  A = 3.1 | B = -3.0 | C = 6 | D = -0.6

> COc1ccc2cc(C(=O)C3CCCN(C(=O)c4cnccn4)C3)ccc2c1 (stereo unspecified)
  A = 5.8 | B = -9.7 | C = 6 | D = -6.9

> O=C(/C=C/Nc1ccc(S(=O)(=O)Nc2ncccn2)cc1)c1ccc2ccccc2c1
  A = -34.5 | B = 30.4 | C = 3 | D = -35.4

> Cc1[nH][nH]c(=O)c1[C@@H](c1ccccc1[N+](=O)[O-])C(C#N)C#N
  A = 10.6 | B = -1.7 | C = 6 | D = -35.9

> CCn1c(SCC(=O)Nc2ccc(OC)cc2OC)nc2nc3c(cc2c1=O)COC(C)(C)C3
  A = -25.0 | B = 4.9 | C = 7 | D = -11.8

> COc1ccc(C(=O)COC(=O)c2ccccc2NS(=O)(=O)c2ccc(O)c([N+](=O)[O-])c2)cc1
  A = -17.0 | B = 38.1 | C = 6 | D = -8.8

> CCN(CC)CCn1cnc2c1c(=O)n(CCOC(=O)c1cc(OC)c(OC)c(OC)c1)c(=O)n2C
  A = 15.3 | B = 6.3 | C = 7 | D = -3.3

> Cc1ccc(NC(=O)COC(=O)c2ccc3c(c2)OCO3)c(C)c1
  A = 3.2 | B = 4.0 | C = 23 | D = -3.5

> C=CCOc1ccc(C2=NO[C@@H]3[C@@H]4C[C@@H]([C@H]5C(=O)N(C)C(=O)[C@@H]45)[C@H]23)cc1
  A = -6.5 | B = -16.6 | C = 8 | D = -15.7

> CC(C)n1c(C(F)(F)F)nc2cc(C(=O)N3CCCCC3)ccc21
  A = -10.2 | B = 10.7 | C = 4 | D = -9.3

> CN(C)CCNC(=O)c1c(CSc2ccccc2)noc1C(=O)NCc1ccccc1
  A = -11.0 | B = -9.3 | C = 14 | D = -29.4

> Cc1ccc(-n2c(SCC(=O)N3CCOCC3)nnc2-c2ccncc2)cc1C
  A = -1.7 | B = -7.0 | C = 9 | D = -56.4

> CCn1c(SCC(=O)Nc2ccc(OC)cc2)nc2nc3c(cc2c1=O)COC(C)(C)C3
  A = 10.7 | B = 11.7 | C = 6 | D = -3.8

> COc1ccccc1-n1cc(CN2CCN(CC=C(C)C)C(CCO)C2)cn1 (stereo unspecified)
  A = -0.7 | B = 14.2 | C = 6 | D = -35.3

> Cc1ccc(S(=O)(=O)NNC(=S)Nc2c(Cl)cccc2Cl)cc1
  A = 2.1 | B = 3.5 | C = 5 | D = -25.0

> Cc1nnc2n1CCCCC2
  A = 3.6 | B = 2.9 | C = 9 | D = -32.8

> Cn1c(SCC(=O)Nc2ccc(Br)cc2)nc(O)cc1=O
  A = -8.4 | B = -8.9 | C = 8 | D = -29.3

> CCc1cc(C(=O)c2ccc(OC)cc2)c(NC(=O)CC(C)(C)CC(=O)O)s1
  A = 5.9 | B = -13.6 | C = 8 | D = -12.2

> COc1ccc(Cc2noc(-c3ccc([N+](=O)[O-])cc3)n2)cc1OC
  A = 11.1 | B = -8.8 | C = 5 | D = -18.7

> Cc1nn(CCCC(=O)Nc2cnn(Cc3ccc(F)cc3)c2)c(C)c1[N+](=O)[O-]
  A = -1.1 | B = 42.5 | C = 6 | D = -64.5

> CCC(=O)c1ccc2c(c1)OCCO2
  A = -3.6 | B = 11.2 | C = 9 | D = 4.2

> Cc1ccc(-c2csc3nc(-c4ccncc4)[nH]c(=O)c23)cc1
  A = 1.9 | B = 14.1 | C = 16 | D = -23.8

> CCN(CC)C(=N)/C(C#N)=N/Nc1ccccc1
  A = -13.2 | B = -0.4 | C = 6 | D = -180.3

> CN(C)S(=O)(=O)c1ccc(Cl)c(NC(=O)CN2CCN(Cc3ccc4c(c3)OCO4)CC2)c1
  A = 0.6 | B = 22.3 | C = 2 | D = -17.0

> O=C1CN(C(=O)COc2ccc(F)cc2Cl)c2ccccc2N1
  A = -42.0 | B = -0.3 | C = 9 | D = -18.0

> Cn1nc(-c2ccccn2)nc2c(=O)n(C)c(=O)nc1-2
  A = 0.6 | B = 9.1 | C = 19 | D = 5.7

> CCOP(=O)(c1ccc(N(C)C)cc1)C(O)c1ccncc1 (stereo unspecified)
  A = 7.0 | B = -8.0 | C = 6 | D = -87.9

> CCNc1nc(NCC)nc(N/N=C/c2ccc(O)c(OC)c2)n1
  A = -4.3 | B = 13.9 | C = 3 | D = -10.0

> CCCOCC(O)CC(Cc1ccccc1)C(=O)NN (stereo unspecified)
  A = -18.1 | B = -6.8 | C = 6 | D = -32.3

> CCCSC(=S)c1c(C)[nH]n(-c2ccccc2)c1=O
  A = 14.1 | B = 21.4 | C = 2 | D = -15.0

> CC(=O)Nc1cc(C)c2nc(NC(C)=O)sc2c1
  A = 14.9 | B = -2.2 | C = 17 | D = -69.7

> COc1ccc2[nH]cc(/C=N/NS(=O)(=O)c3ccc(C)cc3)c2c1
  A = -5.8 | B = 1.9 | C = 9 | D = -39.5

> COc1ccccc1/C=[N+](\[O-])C1SC(=S)N(C)C1(C)C (stereo unspecified)
  A = -46.1 | B = -10.4 | C = 6 | D = -33.6

> Cc1ccc(C(=O)NNc2ncnc3c2cnn3C)cc1
  A = -2.4 | B = -3.6 | C = 5 | D = -63.7

> Cn1c(Cn2c3ccccc3c3ccccc32)n[nH]c1=S
  A = 9.1 | B = 6.6 | C = 6 | D = -20.1

> N/C(=N\OC(=O)c1cnn(-c2ccccc2)c1C(F)(F)F)c1cc(C(F)(F)F)cc(C(F)(F)F)c1
  A = 7.3 | B = -5.2 | C = 6 | D = -3.1

> CCOC(=O)C1C(c2ccc([N+](=O)[O-])cc2)C2C(=O)NN=C2CC1(C)O (stereo unspecified)
  A = -1.4 | B = 3.9 | C = 8 | D = -44.2

> CCC1=[N+](CC(=O)c2ccc(Br)cc2)CCn2c(C)ccc21
  A = -2.4 | B = 10.6 | C = 7 | D = -23.5

> O=C1NCCN1CCNS(=O)(=O)c1ccc(F)c(Cl)c1
  A = -19.0 | B = 4.9 | C = 5 | D = -7.9
